ERp5 block: inhibitors of ERp5-driven insulin aggregation, primary screen, biochemical, turbidity, absorbance 650 nm, single point | AID 651711, 2012 | hit rate 0.05% among 350,000 | inhibition, % at 9.99 µM | 90 min;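 active means mean replicate inhibition above about 25%, with every replicate also reaching it, limit read from the data, passing the limit was not always enough; inconclusive means only one of those two criteria met; inactive means neither criterion met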
Target sequence (Q15084 whole entry, looked up): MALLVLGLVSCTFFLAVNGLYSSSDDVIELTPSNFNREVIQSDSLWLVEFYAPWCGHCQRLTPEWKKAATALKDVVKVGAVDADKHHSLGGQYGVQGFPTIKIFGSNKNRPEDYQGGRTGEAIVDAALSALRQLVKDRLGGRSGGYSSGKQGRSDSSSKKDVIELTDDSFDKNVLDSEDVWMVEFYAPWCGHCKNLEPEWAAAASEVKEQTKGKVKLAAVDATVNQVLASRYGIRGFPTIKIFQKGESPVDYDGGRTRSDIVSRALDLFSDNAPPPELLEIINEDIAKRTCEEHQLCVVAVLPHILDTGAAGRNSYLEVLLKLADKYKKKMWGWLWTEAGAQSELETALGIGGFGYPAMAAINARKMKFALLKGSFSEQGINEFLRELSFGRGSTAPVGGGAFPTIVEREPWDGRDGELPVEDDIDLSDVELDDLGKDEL
Casp6 inh: human caspase-6 inhibitors, primary screen, biochemical, VEID-R110 fluorescence, single point, set 2; P55212; purified caspase-6, Z-VEID-R110 cleavage fluorescence; inhibition, % at 12.5 µM; hit rate 0.53% among 350,000; AID 686996, 2013;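 active means mean inhibition across replicates at least about 35%, with every replicate also reaching that limit, limit read from the data; inconclusive means only one of the two criteria met; inactive means neither criterion met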;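 further: 0% = median of neutral control wells and 100% = no fluorescence left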
Target sequence (P55212 24-179 limits assumed): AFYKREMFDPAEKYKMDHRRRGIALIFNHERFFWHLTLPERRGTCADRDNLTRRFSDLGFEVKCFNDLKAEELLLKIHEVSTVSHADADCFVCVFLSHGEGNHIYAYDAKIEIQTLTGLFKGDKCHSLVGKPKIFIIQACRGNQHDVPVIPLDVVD
Target sequence (P55212 194-293 limits assumed): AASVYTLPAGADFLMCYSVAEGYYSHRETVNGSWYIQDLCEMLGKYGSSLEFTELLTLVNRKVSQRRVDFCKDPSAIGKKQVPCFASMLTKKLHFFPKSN
miR122 inh: miR-122 Renilla sensor signal increase in Huh7, primary screen, miR-122 inhibitor project, cell-based, single point, plate reader | Huh7 miR-122 Renilla luciferase sensor, 48 h; neutral wells = 0, positive control = 100 | activation (reporter increase), % at 12.5 µM | hit rate 0.3% among 340,000 | AID 602342, 2012;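 active means mean replicate activation score at least 90 and every replicate individually at or above 90; inconclusive means only one of the two criteria met; inactive means neither criterion met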;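 further: higher luciferase means less miR-122 activity so hits act as miR-122 inhibitors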
ERAP1 HTS inh: human ERAP1 aminopeptidase inhibitors, primary screen, biochemical, single point, plate reader; Endoplasmic reticulum aminopeptidase 1 (Homo sapiens), Q9NZ08; recombinant ERAP1, Leu-AMC fluorescence, 60 min; hit rate 0.15% among 340,000; inhibition, % at 10.7 µM;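 active means mean replicate inhibition of at least 30%, or all replicates individually reaching that 30% level; inactive means mean below 30% and not every replicate reaching it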;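 further: 0% = neutral control wells and 100% = L-leucinethiol positive control wells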
SIRT5 inh: SIRT5 desuccinylase inhibitors, primary screen, biochemical, fluorescence imaging, single point, set 5; inhibition, % at 15 µM; hit rate 1.1% among 330,000; Purified SirT5, succinyl-peptide AMC, trypsin-coupled fluorescence; AID 652115, 2013; in the data active means inhibition above about 15%; inconclusive means no clear call, values can overlap the other calls
Target sequence (Q9NXA8 whole entry, looked up): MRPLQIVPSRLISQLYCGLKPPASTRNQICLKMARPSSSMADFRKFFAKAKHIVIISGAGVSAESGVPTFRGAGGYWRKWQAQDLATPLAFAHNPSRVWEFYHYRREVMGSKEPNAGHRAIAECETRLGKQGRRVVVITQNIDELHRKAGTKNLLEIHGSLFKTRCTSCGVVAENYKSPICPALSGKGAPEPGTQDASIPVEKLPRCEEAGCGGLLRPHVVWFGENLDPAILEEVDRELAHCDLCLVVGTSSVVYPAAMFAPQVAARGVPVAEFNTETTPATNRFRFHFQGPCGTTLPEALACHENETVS
DENV2 CPE rescue: inhibitors of DENV2 cytopathic effect, primary screen, cell-based, plate reader, single concentration. DENV2-infected cells, cytopathic effect rescue. CPE inhibition, % at 9.99 µM. hit rate 1.7% among 350,000. AID 651640, 2012; in the data active means CPE inhibition above about 20%, passing the limit was not always enough; inconclusive means no clear call, values can overlap the other calls; tested in BHK-21 cells;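 further: 0% = median of neutral control wells and 100% = median of positive control wells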
F508del corr: F508del CFTR correction, initial screen, CFBE line, single point | CFBE cells, YFP halide quenching; stimulated with forskolin plus potentiator P3; % fluorescence drop versus neutral controls | activity (quench increase), % at 7.58 µM | hit rate 0.36% among 350,000 | AID 720511, 2013;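 active means mean added fluorescence quench of at least 8% versus neutral control, with both replicates also reaching 8%; inconclusive means only one of the mean or replicate conditions met; inactive means mean below 8% and not both replicates reaching 8%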;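 further: cells transiently co-express mutant CFTR-F508del with the halide-sensitive YFP; corrector assay measuring rescue of mutant channel to the surface after 24 h compound exposure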
* hit, by the source's call; ? = inconclusive; . = no result given; [ ] = another dose, or the depositor's remark.

ERp5 block	Casp6 inh	miR122 inh	ERAP1 HTS inh	SIRT5 inh	DENV2 CPE rescue	F508del corr	SMILES
-7	0	-5[16.7 µM]	0	-3	-5	0.1	C[C@@H]1CN([C@H](C)CO)C(=O)c2cccc(NC(=O)C3CC3)c2O[C@@H]1CN(C)S(=O)(=O)c1cccs1
7	3	-4[16.7 µM]	0	6	1	2.7	C[C@@H]1CN([C@H](C)CO)C(=O)c2cc(NS(=O)(=O)c3cn(C)cn3)ccc2O[C@@H]1CN(C)Cc1ccncc1
-1	3	-2	2	1	15	-0.5	COCCN(C(=O)CCC(=O)Nc1nccs1)C(C(=O)NC(C)(C)C)c1ccc(Cl)cc1 (configuration not stated)
6	2	.	0	7	-2	0.6	O=C(CNc1ccc2ccccc2c1)NNC1=NCCC1
0	-1	.	1	2	-4	3.1	O=C(Cc1ccccc1)NCCn1ccc2ccccc21
10	-2	3[16.7 µM]	3	6	8	-3.7	C[C@H]1CN([C@@H](C)CO)S(=O)(=O)c2ccc(C3=CCCCC3)cc2O[C@H]1CN(C)Cc1ccccc1
-4	-2	.	2	.	4	.	Cc1ccc(-n2c(C)n[nH]c2=S)cc1C
2	-4	-5[16.7 µM]	6	-1	.	1.6	COc1ccc(CN(C)C[C@H]2Oc3c(NS(=O)(=O)c4cn(C)cn4)cccc3C(=O)N([C@@H](C)CO)C[C@H]2C)cc1
1	-14	-4	12	4	-7	2.5	Cc1ccc([C@H]2C[C@@H](O)[C@H](n3cc(C4CC4)nn3)CN2CC2CCCCC2)cc1
0	0	-3	0	0	.	-1.1	Cc1cccc(-c2c3c(=O)n(C)c(=O)n(C)c3cn2C(C)C)c1
4	1	10[16.7 µM]	4	-2	17	0.2	CCC(=O)Nc1ccc2c(c1)C(=O)N(C)C[C@@H](OC)[C@@H](C)CN(Cc1ccccn1)[C@H](C)CO2
2	1	8	3	-2	-1	-7.3	Cc1cc(C(=O)N/N=C2\CC(=O)c3ccccc32)c(C)n1-c1ccc(F)cc1
-7	-1	.	-4	1	8	-2.2	CC(C)CC1(C2CCCC2)NC(=O)NC1=O (configuration not stated)
2	0	.	-3	2	-3	-4.4	O=C(C[C@@H]1CC[C@H](NC(=O)Nc2ccc(F)cc2)[C@H](CO)O1)NCCN1CCCC1
1	-3	-3	-5	-1	7	0.9	CC(=O)c1ccc(OC(=O)COc2ccccc2Cl)cc1

A second format for two compounds above.
Results follow in this order: ERp5 block, Casp6 inh, miR122 inh, ERAP1 HTS inh, SIRT5 inh, DENV2 CPE rescue, F508del corr
O=C(C[C@@H]1CC[C@H](NC(=O)Nc2ccc(F)cc2)[C@H](CO)O1)NCCN1CCCC1
  2, 0, ., -3, 2, -3, -4.4
CC(C)CC1(C2CCCC2)NC(=O)NC1=O (configuration not stated)
  -7, -1, ., -4, 1, 8, -2.2

Three neighbouring compounds from above:
ERp5 block	Casp6 inh	miR122 inh	ERAP1 HTS inh	SIRT5 inh	DENV2 CPE rescue	F508del corr	SMILES
-7	-1	.	-4	1	8	-2.2	CC(C)CC1(C2CCCC2)NC(=O)NC1=O (configuration not stated)
2	0	.	-3	2	-3	-4.4	O=C(C[C@@H]1CC[C@H](NC(=O)Nc2ccc(F)cc2)[C@H](CO)O1)NCCN1CCCC1
1	-3	-3	-5	-1	7	0.9	CC(=O)c1ccc(OC(=O)COc2ccccc2Cl)cc1

Following part:
ERp5 block	Casp6 inh	miR122 inh	ERAP1 HTS inh	SIRT5 inh	DENV2 CPE rescue	F508del corr	SMILES
-3	-1	.	-3	-1	16	2.6	N/C(=N\c1nc(CSc2nc3ccccc3s2)cc(=O)[nH]1)Nc1ccc(F)cc1
0	-1	-15[16.7 µM]	0	4	-16	-0.9	CC(C)CC#Cc1ccc2c(c1)O[C@H](CN(C)Cc1ccc(F)cc1)[C@H](C)CN([C@H](C)CO)S2(=O)=O
-7	0	12	-2	-1	-3	-1.9	O=C(C[C@H]1C(=O)N(c2ccccc2)C[C@@H]1Cc1ccccc1)Nc1ccc(Br)cc1
-5	-1	0	-3	.	-8	3.4	CCOC(=O)C1CCCN(C(=O)c2cccnc2Oc2ccccc2)CC1 (configuration not stated)
4	-5	.	1	-1	11	-2.3	CCOc1ccc2nc(N(CCCN(C)C)C(=O)c3ccc(C(=O)c4ccccc4)cc3)sc2c1
-1	.	.	-179	-61	-8	5.5	Nc1nc2nc(-c3cccs3)cc(C(F)(F)F)n2n1
4	4	.	-2	-6	-2	1.5	CSc1ccc(Cl)c(C(=O)NNC(=O)c2csc(N3CCOCC3)n2)c1
-2	-4	-1	-8	-3	1	0.7	CC(C)(C)c1ccc(C(=O)NC(=S)NNC(=O)COc2ccccc2)cc1
2	0	-3	3	-3	0	-0.7	COc1cccc(C(=O)Nc2ccc3[nH]c(=O)[nH]c3c2)c1OC
-4	1	-4	-2	-6	3	-0.3	O=C(CN1CCCCC1)NC(=O)NC1CCCCC1
-6	0	-3	.	0	12	0.7	COc1ccccc1C1CC(=O)Oc2cc(C)c(Cl)cc21 (configuration not stated)
10	1	.	-1	.	3	-1.1	COc1cc(OC)c(Nc2cc(C)nc3nc(C)nn23)cc1Cl
-2	-2	3	0	-2	-7	3.1	CCOC(=O)C1CCCN(c2c(C(=O)c3ccccc3)cnc3ccc(OC)cc23)C1 (configuration not stated)
2	.	8[16.7 µM]	0	9	14	1.4	C[C@H]1CN([C@@H](C)CO)C(=O)c2cccc(NC(=O)C3CC3)c2O[C@@H]1CN(C)Cc1ccc(C(=O)Nc2ccccc2N)cc1
11	-3	15[16.7 µM]	8	4	7	-0.7	Cc1noc(C)c1NC(=O)Nc1ccc2c(c1)CC(=O)N([C@@H](C)CO)C[C@@H](C)[C@H](CN(C)S(=O)(=O)c1ccccc1)O2

ERp5 block	Casp6 inh	miR122 inh	ERAP1 HTS inh	SIRT5 inh	DENV2 CPE rescue	F508del corr	SMILES
3	4	-6	6	6	-1	-2.2	O=C(O)CCC(=O)N1CCc2cc(S(=O)(=O)N3CCN(c4ccc(F)cc4)CC3)ccc21
4	7	-1	0	-5	9	-0.2	OC[C@H]1O[C@@H](c2nc3ccc(-c4nc(-c5cccs5)no4)cc3[nH]2)C[C@@H]1O
3	1	-5	-7	-1	-7	0.0	Cc1cccc(NC(=O)C2CCCCN2S(=O)(=O)c2ccccc2)c1C (configuration not stated)
5	3	-12	2	-5	-4	-1.3	CCCCSc1ncnc2[nH]ncc12
-4	-3	9	-2	0	15	-0.5	CCC(Oc1ccccc1)C(=O)Nc1ccc(S(=O)(=O)Nc2cc(C)on2)cc1 (configuration not stated)
-2	3	4	5	1	-3	-1.5	CCc1noc(C)c1C(=O)Nc1nc2ccc(F)cc2s1
3	-3	10	-5	-5	?	-3.2	Cc1c(NC(=S)NC(=O)CSc2ccc(Cl)cc2)cccc1C(=O)O
-5	0	16	0	-1	2	-2.3	COc1ccc(C(=O)Cc2cc3cccc(OC)c3oc2=O)cc1
5	-2	-2	2	.	-8	2.5	CCCCCc1cc(=O)oc2c(C(CCN3CCN(c4ccccc4)CC3)c3ccc(N(C)C)cc3)c(OC)cc(OC)c12 (configuration not stated)
0	6	-2	-2	0	-1	-0.1	CCCCn1c(N)c(N(CCOC)C(=O)c2cc(Cl)nc3ccccc23)c(=O)[nH]c1=O
1	-3	-1	1	-6	-3	-1.4	COc1ccc(NC(=O)NC2(C(=O)N3CCCC3)CCCCC2)cc1
-4	-4	.	-1	-7	-3	1.8	Cc1ccc([N+](=O)[O-])c(OCCN2CCNCC2)c1
0	-2	-5	1	-5	2	-3.0	CCCN(CCC)CCNC(=O)c1cc2c(=O)n(CC)c3ccccc3c2s1
1	-2	-8	-1	-4	-4	-3.7	COc1ccc(NC2CCCN(C(=O)CSc3ccncc3)C2)cc1 (configuration not stated)
-4	-26	2	-1	-5	-3	-0.6	O=C(CSc1cc(Cl)ccc1Cl)NCCCn1ccnc1

ERp5 block	Casp6 inh	miR122 inh	ERAP1 HTS inh	SIRT5 inh	DENV2 CPE rescue	F508del corr	SMILES
-1	11	-6	-2	5	-3	0.4	CCc1ccc(N2CC(C(=O)Nc3ccc(S(=O)(=O)Nc4ncccn4)cc3)CC2=O)cc1 (configuration not stated)
3	0	.	1	-4	-9	-0.8	O=C1CN(S(=O)(=O)c2ccccc2)C[C@@H]2[C@@H](c3ccc(Br)cc3)[C@@H](CO)N12
-4	1	-1	-3	.	7	-2.9	O=C(Nc1ccc(Cl)cc1)c1csc([C@@H]2O[C@H](CO)[C@H](O)[C@H](O)[C@H]2O)n1
0	1	.	1	-1	13	-2.7	Cc1ccc(CN2CC(=O)N3[C@H](CO)[C@@H](c4ccc(-c5cccnc5)cc4)[C@H]3C2)cc1
1	4	-5	-2	0	-4	-2.4	CNC(=O)c1ccc(NC(=O)CN2c3cccc4cccc(c34)S2(=O)=O)cc1
3	0	.	-1	-2	3	2.9	Cc1ccc(N(CCC(=O)N2CCOCC2)S(=O)(=O)c2ccccc2)cc1
-5	-1	-5[16.7 µM]	-1	-3	0	1.5	CO[C@@H]1CN(C)C(=O)c2ccc(NS(C)(=O)=O)cc2OC[C@@H](C)NC[C@H]1C
-28	-15	-7	4	4	-2	-0.9	COc1ccc(/C=C(\C#N)C(=O)NCCCn2ccnc2)cc1
2	-13	.	-1	1	-7	2.8	CCCCN(C)CCCNC(=O)c1cn(C)c2ccc(S(=O)(=O)N(C)C3CCCCC3)cc2c1=O
3	-1	-4	1	4	-3	-2.0	CCc1ccc(/C=C2\SC(N3CCOCC3)=NC2=O)cc1
1	0	.	-3	-4	?	-6.7	Cc1ccccc1N(C(=O)c1snc(C(N)=O)c1N)C(C(=O)NCc1ccccc1)c1ccc(O)cc1 (configuration not stated)
-5	-2	0[16.7 µM]	-2	6	-15	0.6	C[C@H](CO)N1C[C@H](C)[C@H](CN(C)S(=O)(=O)c2ccc(Cl)cc2)Oc2c(NC(=O)c3ccc(-c4nccs4)cc3)cccc2C1=O
-8	3	6	10	-3	1	-3.5	CCC(C)n1c(SCC(=O)N(CC)c2c(N)n(Cc3ccccc3)c(=O)[nH]c2=O)nc2ccccc2c1=O (configuration not stated)
5	-1	.	1	-3	-3	-0.3	COC(=O)/C=C1\OCc2cc(OCc3ccccc3)ccc21
-5	5	.	-4	0	-14	-6.7	O=C(CCSc1ccccc1)NNC(=O)c1ccccc1F

ERp5 block	Casp6 inh	miR122 inh	ERAP1 HTS inh	SIRT5 inh	DENV2 CPE rescue	F508del corr	SMILES
7	-1	-2	-1	1	-6	-0.9	CCOC(=O)N1CCc2c(sc(NC(=O)CCS(=O)(=O)c3ccccc3)c2C(N)=O)C1
7	0	9	-1	-15	-4	-2.1	Cc1noc(C)c1COc1ccc(C(=O)NCCc2ccc(F)cc2)cc1
-5	-2	5	5	-5	12	4.3	C=CCOc1c2ccc(C(=O)NC3CCCc4ccccc43)cc2nn1C (configuration not stated)
1	-5	-3	-5	-2	0	1.0	CCc1cccc(C)c1NC(=S)N(CCCN1CCOCC1)Cc1cccnc1
4	1	-5	2	4	7	-3.4	COc1ccc(OC)c(N(CC(=O)NCCSCc2ccco2)S(=O)(=O)c2ccc(OC)c(OC)c2)c1
0	0	6	.	2	-1	-1.8	O=C(CCNC(=O)Cn1ccc2ccccc2c1=O)NCCC1=CCCCC1
-3	3	12	.	1	4	-2.0	COc1ccc(CC(=O)N2CCN(S(=O)(=O)c3cccs3)CC2)cc1OC
4	7	-2	2	-3	1	-0.2	Cc1ccc(OCc2ccccc2Br)c([N+](=O)[O-])n1
-5	-3	.	-1	0	-1	2.0	COc1ccc(C#Cc2ccc3c(c2)[C@]2(C(=O)N3)[C@H](c3ccccc3OCCO)N3[C@H](c4ccccc4)[C@H](c4ccccc4)OC(=O)[C@H]3[C@@H]2C(=O)N2CCc3cc(OC)c(OC)cc3C2)cc1
3	2	.	0	-1	0	-1.3	COc1ccc(NC(=O)N(C)C[C@@H]2Oc3c(NC(=O)CCCCCC(=O)Nc4ccccc4N)cccc3C(=O)N([C@@H](C)CO)C[C@H]2C)cc1

Bioassay records as filed in PubChem.
